SENP8 inh: human SENP8 protease inhibitors, primary screen, biochemical, fluorescence, Nedd8 protein substrate, uHTS. Sentrin-specific protease 8 (Homo sapiens), Q96LD8. recombinant SENP8. inhibition, % at 20 µM. actives 0.64% (n = 360,000). AID 602440, 2012; in the data active = inhibition mostly above about 40%, no sharp cut-off; inactive = mostly below about 27%
Target sequence (Q96LD8 whole entry, looked up): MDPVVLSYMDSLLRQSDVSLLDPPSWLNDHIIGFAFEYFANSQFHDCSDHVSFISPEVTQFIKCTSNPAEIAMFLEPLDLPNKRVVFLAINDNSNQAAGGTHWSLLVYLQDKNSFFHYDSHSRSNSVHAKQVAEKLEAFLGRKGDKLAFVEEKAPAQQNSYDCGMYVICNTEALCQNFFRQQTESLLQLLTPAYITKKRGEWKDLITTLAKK
HKDC1 inh: HKDC1 hexokinase inhibitors, primary screen, biochemical, fluorescence, uHTS; Q2TB90; recombinant HKDC1, G6PDH/diaphorase resazurin coupled fluorescence; inhibition, % at 20 µM; actives 0.16% (n = 340,000); AID 493160, 2011;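 active = inhibition above about 35% when tested at 20 µM, limit read from the data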;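 note: plate controls were DMSO wells with enzyme for no effect and DMSO wells lacking enzyme for full effect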
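Test system: recombinant HKDC1 (HK5) hexokinase enzyme, produced in-house / Doses: 20 µM test compound, 1% DMSO / Timing: 90 min, room temperature / Detection: G6PDH/diaphorase-coupled fluorescence, 1 mM NADP, 100 µM resazurin, 525/613 nm / Control set: DMSO wells with and without enzyme mix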
SENP1 inh: human SENP1 catalytic domain inhibitors, primary screen, biochemical, FRET, uHTS | Sentrin-specific protease 1 (Homo sapiens), Q9P0U3 | inhibition, % at 10 µM | actives 0.21% (n = 360,000) | recombinant SENP1 catalytic domain, CyPet-SUMO1-YPet FRET cleavage;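 active = inhibition at least 30% at 10 µM, raw YFP signal under a set limit, fluorescence ratio 0.5 to 1.5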;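 note: 0% = enzyme with DMSO and 100% = no enzyme wells; some results filed as inactive read as strong as hits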
Target sequence (Q9P0U3 419-644 limits assumed): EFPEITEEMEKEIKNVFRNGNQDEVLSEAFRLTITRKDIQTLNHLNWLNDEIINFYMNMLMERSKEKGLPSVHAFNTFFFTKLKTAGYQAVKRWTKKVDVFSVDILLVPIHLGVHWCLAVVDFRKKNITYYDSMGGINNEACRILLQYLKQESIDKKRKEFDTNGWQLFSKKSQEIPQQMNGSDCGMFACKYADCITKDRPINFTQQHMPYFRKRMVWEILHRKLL
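System: Recombinant human SENP1 catalytic domain, His6-tagged | Incubation: Enzyme reaction for 50 min at room temperature, dark | Medium: Tris pH 8 with BME, BSA, NP40 and catalase | Also added: 25 nM SUMO1 FRET substrate | Compound: 10 µM single point, 0.5% DMSO | Measured by: FRET fluorescence in CFP and YFP emission channels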
PfGluPho inh: PfG6PD enzyme inhibitors, primary screen, biochemical, fluorescence intensity, uHTS | PfGluPho enzyme, NADPH resazurin-diaphorase fluorescence | AID 504690, 2011 | inhibition, % at 20 µM | actives 0.78% (n = 350,000) | glucose-6-phosphate dehydrogenase-6-phosphogluconolactonase (Plasmodium falciparum 3D7);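 active = inhibition reaching at least a set limit at 20 µM in the primary screen, cut at about 59% in these data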;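 note: 0% = DMSO wells with substrate and 100% = DMSO wells lacking glucose-6-phosphate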
The depositor's hits bear a star. The list is partial; count on the stated rates, not on these rows.

What do the screens show for `C[C@H]1O[C@@H](O[C@H]2[C@@H](O)C[C@H](O[C@H]3[C@@H](O)C[C@H](O[C@H]4CC[C@@]5(C)[C@H](CC[C@@H]6[C@@H]5CC[C@]5(C)[C@@H](C7=CC(=O)OC7)CC[C@]65O)C4)O[C@@H]3C)O[C@@H]2C)C[C@H](O)[C@@H]1O`?
HKDC1 inh: -3; PfGluPho inh: -24

Results for CN1CCC2(CC1)NC(=O)c1ccccc1N2 ?
HKDC1 inh: -1; PfGluPho inh: -10

Results for COC12c3ccccc3-c3ccccc3C1C(C(=O)O)C2C(=O)O (stereo not drawn) ?
SENP8 inh: 6; SENP1 inh: -1

How did CCOC(=O)[C@]12Cc3cc4ccccc4cc3[C@H]1N(Cc1ccccc1)C(=O)c1cc(OC)ccc12 do in these assays?
SENP8 inh: 7; SENP1 inh: 1

How did COc1ccc(-n2nnnc2C(c2ccccc2)N2CCC3(CC2)C(=O)NCN3c2ccccc2)cc1 (stereo not drawn) do in these assays?
SENP8 inh: 12; SENP1 inh: -1

Results for COc1ccc(-c2nc3ccc(Br)cn3c2CC(=O)N2CCCC2)cc1OC ?
SENP8 inh: -24; SENP1 inh: -23

Results for Cc1cccc(C)c1-n1nnnc1C(CCc1ccccc1)N1CCC(n2c(=O)[nH]c3ccccc32)CC1 (stereo not drawn) ?
SENP8 inh: 27; SENP1 inh: 4

How did COc1ccc(CN2Cc3cc(N4CCCCC4)ccc3-n3nncc3C2)cc1 do in these assays?
SENP8 inh: -115; SENP1 inh: 0

What do the screens show for `Cc1cccc(C)c1-n1nnnc1C(CCc1ccccc1)N1CCC2(CC1)C(=O)NCN2c1ccccc1` (stereo not drawn)?
SENP8 inh: 26; SENP1 inh: 0

Results for COc1ccc(-n2nnnc2C(c2cccc(OC)c2OC)N2CCC(n3c(=O)[nH]c4ccccc43)CC2)cc1 (stereo not drawn) ?
SENP8 inh: 7; SENP1 inh: 2

What do the screens show for `Cc1ccc(C(O)(C(=O)OC(C)C)C(O)c2ccc(F)cc2)cc1` (stereo not drawn)?
SENP8 inh: 25; SENP1 inh: 2

How did O=C1NCN(c2ccccc2)C12CCN(C(c1nnnn1-c1ccc3c(c1)OCCO3)C1CC1)CC2 (stereo not drawn) do in these assays?
SENP8 inh: 26; SENP1 inh: 1

What do the screens show for `NC(Cc1ccc(Cl)cc1)c1csc(Nc2ccccn2)n1` (stereo not drawn)?
SENP8 inh: 4; SENP1 inh: 0

Results for O=c1[nH]c2ccccc2n1C1CCN(C(c2nnnn2Cc2ccccc2)C2CC2)CC1 (stereo not drawn) ?
SENP8 inh: 3; SENP1 inh: 3

Results for CC(C)C[C@H]1COc2cccc(N3CCN(C)CC3)c2S(=O)(=O)N1 ?
SENP8 inh: 18; SENP1 inh: 1

Results for O=C(NCCN1CCC2(CC1)C(=O)NCN2c1cccc(F)c1)c1ccc2ccccc2c1 ?
SENP8 inh: 15; SENP1 inh: 1

How did O=C(NC1CCCCC1)N1Cc2cc(N3CCOCC3)ccc2-n2nncc2C1 do in these assays?
SENP8 inh: -6; SENP1 inh: 2

What do the screens show for `C=CCNC(=S)N1Cc2cc(Br)ccc2-n2nncc2C1`?
SENP8 inh: 10; SENP1 inh: 0

What do the screens show for `O=C1NCN(c2ccccc2)C12CCN(C(c1cccs1)c1nnnn1C1CCCC1)CC2` (stereo not drawn)?
SENP8 inh: 8; SENP1 inh: 0

How did CCOC(=O)[C@]12Cc3cc(C)ccc3[C@H]1N(C1CCCCC1)C(=O)c1ccccc12 do in these assays?
SENP8 inh: 4; SENP1 inh: -1

What do the screens show for `CCOC(=O)[C@]12Cc3c(cc(OC)c(OC)c3OC)[C@H]1N(CCC(=O)OC)C(=O)c1ccccc12`?
SENP8 inh: 2; SENP1 inh: 0

Results for COc1ccc(-n2nnnc2C(c2ccccc2OC(F)(F)F)N2CCC(n3c(=O)[nH]c4ccccc43)CC2)cc1 (stereo not drawn) ?
SENP8 inh: 16; SENP1 inh: 1

What do the screens show for `CC1C(=O)CC2(C(C)C)CC12` (stereo not drawn)?
SENP8 inh: 4; SENP1 inh: 0

Results for O=C1c2ccccc2-n2nnc(-c3ccccc3)c2C2c3cc(Br)ccc3CCN12 (stereo not drawn) ?
SENP8 inh: 10; SENP1 inh: 1

Reprinted from the part before: three entries; new compounds follow.
Results for COc1ccc(-n2nnnc2C(c2ccccc2OC(F)(F)F)N2CCC(n3c(=O)[nH]c4ccccc43)CC2)cc1 (stereo not drawn) ?
SENP8 inh: 16; SENP1 inh: 1

What do the screens show for `CC1C(=O)CC2(C(C)C)CC12` (stereo not drawn)?
SENP8 inh: 4; SENP1 inh: 0

Results for O=C1c2ccccc2-n2nnc(-c3ccccc3)c2C2c3cc(Br)ccc3CCN12 (stereo not drawn) ?
SENP8 inh: 10; SENP1 inh: 1

How did CC(C)CN1Cc2cc(N3CCCCC3)ccc2-n2nncc2C1 do in these assays?
SENP8 inh: -58; SENP1 inh: 0

What do the screens show for `CCOC(=O)[C@]12Cc3cc(OC)ccc3[C@H]1N(CCC(=O)OC)C(=O)c1cc(OC)ccc12`?
SENP8 inh: 12; SENP1 inh: 0

How did Clc1cccc(N2Cc3cc(N4CCOCC4)ccc3-n3nncc3C2)c1 do in these assays?
SENP8 inh: -52; SENP1 inh: 2

What do the screens show for `CSCCC(c1nnnn1-c1ccc2c(c1)OCCO2)N1CCC2(CC1)C(=O)NCN2c1ccccc1` (stereo not drawn)?
SENP8 inh: 15; SENP1 inh: 3

Results for CCCCn1nnnc1C(c1cccc2ccccc12)N1CCC2(CC1)C(=O)NCN2c1ccccc1 (stereo not drawn) ?
SENP8 inh: 16; SENP1 inh: 1

How did COC(=O)C1=COC(C)C2CN3CCc4c([nH]c5cc(OC)ccc45)C3CC12 (stereo not drawn) do in these assays?
SENP8 inh: -52; SENP1 inh: -24

What do the screens show for `O=c1[nH]c2ccccc2n1C1CCN(C(c2ccccc2)c2nnnn2Cc2ccccc2)CC1` (stereo not drawn)?
SENP8 inh: 16; SENP1 inh: 0

How did COc1ccc(C(c2nnnn2C(C)(C)C)N2CCC3(CC2)C(=O)NCN3c2ccccc2)cc1 (stereo not drawn) do in these assays?
SENP8 inh: 9; SENP1 inh: 1

What do the screens show for `C[C@H]1COc2cccc(N3CCN(C)CC3)c2S(=O)(=O)N1`?
SENP8 inh: 15; SENP1 inh: 2

Results for CC(C)(C)n1nnnc1C(c1ccccc1)N1CCC2(CC1)C(=O)NCN2c1ccccc1 (stereo not drawn) ?
SENP8 inh: 20; SENP1 inh: 0

What do the screens show for `O=C(NC1CCCCC1)N1Cc2cc(-c3ccccc3)ccc2-n2nncc2C1`?
SENP8 inh: -2; SENP1 inh: 0

Results for COc1ccc(-n2nnnc2C(c2cccc3ccccc23)N2CCC3(CC2)C(=O)NCN3c2ccccc2)cc1 (stereo not drawn) ?
SENP8 inh: 26; SENP1 inh: 0

How did Cc1cccc(C)c1-n1nnnc1C(c1ccccc1OC(F)(F)F)N1CCC(n2c(=O)[nH]c3ccccc32)CC1 (stereo not drawn) do in these assays?
SENP8 inh: 25; SENP1 inh: 5

What do the screens show for `O=C1NCN(c2ccccc2)C12CCN(C(c1ccccc1)c1nnnn1C1CCCC1)CC2` (stereo not drawn)?
SENP8 inh: 16; SENP1 inh: 0

How did CCC(c1nnnn1C1CCCCC1)N1CCC2(CC1)C(=O)NCN2c1ccccc1 (stereo not drawn) do in these assays?
SENP8 inh: 16; SENP1 inh: 3

How did CCOC(=O)CNC(=O)N1Cc2cc(-c3ccccc3)ccc2-n2nncc2C1 do in these assays?
SENP8 inh: 5; SENP1 inh: 3

How did Cc1nc2cc(OC(=O)N(C)Cc3cccc(-c4ccncc4)c3)ccc2s1 do in these assays?
SENP8 inh: 5; SENP1 inh: -1

How did O=C(CCc1ccccc1)N1Cc2cc(N3CCOCC3)ccc2-n2nncc2C1 do in these assays?
SENP8 inh: -5; SENP1 inh: 2

What do the screens show for `CCCCn1nnnc1C(CCc1ccccc1)N1CCC(n2c(=O)[nH]c3ccccc32)CC1` (stereo not drawn)?
SENP8 inh: 10; SENP1 inh: 2

Results for O=P(OC1=CCCCC1)(c1ccccc1)c1ccccc1 ?
SENP8 inh: 6; SENP1 inh: 3

Results for CSCCC(c1nnnn1C1CCCC1)N1CCC2(CC1)C(=O)NCN2c1ccccc1 (stereo not drawn) ?
SENP8 inh: 14; SENP1 inh: 2

Results for O=C1NCN(c2ccccc2)C12CCN(C(c1cccc3ccccc13)c1nnnn1C1CCCCC1)CC2 (stereo not drawn) ?
SENP8 inh: 14; SENP1 inh: 3

What do the screens show for `C=CC12CN(C)C3C4COC(CC41)C1(C(=O)Nc4ccccc41)C32` (stereo not drawn)?
SENP8 inh: 41*; SENP1 inh: -2

What do the screens show for `NC(Cc1ccc(Cl)cc1)c1csc(Nc2ncccn2)n1` (stereo not drawn)?
SENP8 inh: 8; SENP1 inh: -1

Overlap with the part before: 2 compounds, followed by the next part.
What do the screens show for `C=CC12CN(C)C3C4COC(CC41)C1(C(=O)Nc4ccccc41)C32` (stereo not drawn)?
SENP8 inh: 41*; SENP1 inh: -2

What do the screens show for `NC(Cc1ccc(Cl)cc1)c1csc(Nc2ncccn2)n1` (stereo not drawn)?
SENP8 inh: 8; SENP1 inh: -1

How did CCC(c1nnnn1Cc1ccccc1)N1CCC(n2c(=O)[nH]c3ccccc32)CC1 (stereo not drawn) do in these assays?
SENP8 inh: 15; SENP1 inh: 2

How did O=C1c2ccccc2-n2nnnc2C2c3ccccc3-n3nncc3CN12 (stereo not drawn) do in these assays?
SENP8 inh: 13; SENP1 inh: 2

Results for COc1cccc(C(c2nnnn2C2CCCCC2)N2CCC3(CC2)C(=O)NCN3c2ccccc2)c1OC (stereo not drawn) ?
SENP8 inh: 34; SENP1 inh: 4

Results for COOCC1(C(=O)OC)C[C@H](c2ccc(OC)cc2)N(Cc2ccccc2OC)[C@@H]1c1ccccc1C (stereo partly drawn) ?
SENP8 inh: 8; SENP1 inh: -1

How did CN(C)c1cccc(CN2CCN(c3ccccc3)CC2)c1 do in these assays?
SENP8 inh: 9; SENP1 inh: -1

How did O=c1[nH]c2ccccc2n1C1CCN(C(CCc2ccccc2)c2nnnn2-c2ccc3c(c2)OCCO3)CC1 (stereo not drawn) do in these assays?
SENP8 inh: 12; SENP1 inh: 4

Results for O=C1NCN(c2ccccc2)C12CCN(C(c1cccc3ccccc13)c1nnnn1Cc1ccccc1)CC2 (stereo not drawn) ?
SENP8 inh: 16; SENP1 inh: 0

How did Fc1cccc(-c2ccc3c(c2)CNCc2cnnn2-3)c1 do in these assays?
SENP8 inh: 14; SENP1 inh: 3

How did CC1CN1c1cc2c(c3c1ccn3C)C1CCC2C1 (stereo not drawn) do in these assays?
SENP8 inh: 0; SENP1 inh: -73

What do the screens show for `O=c1[nH]c2ccccc2n1C1CCN(C(c2ccnc3ccccc23)c2nnnn2Cc2ccccc2)CC1` (stereo not drawn)?
SENP8 inh: 14; SENP1 inh: 1

What do the screens show for `O=P1(c2ccccc2)CC=CC1`?
SENP8 inh: 16; SENP1 inh: -3

How did COc1ccc(-c2ccc3c(c2)CNCc2cnnn2-3)cc1 do in these assays?
SENP8 inh: -60; SENP1 inh: 1

Results for CCOC(=O)[C@]12Cc3cc(C)ccc3[C@H]1N(CCC(=O)OC)C(=O)c1ccccc12 ?
SENP8 inh: 8; SENP1 inh: 2

What do the screens show for `CCOC(=O)[C@]12Cc3cc(OC)ccc3[C@H]1N(C(C)C)C(=O)c1ccccc12`?
SENP8 inh: 8; SENP1 inh: 1

Results for COC(=O)C1(F)C(=O)NC(=O)NC1O (stereo not drawn) ?
SENP8 inh: 10; SENP1 inh: 1

How did c1ccc2oc(-c3ccc4c(c3)CNCc3cnnn3-4)cc2c1 do in these assays?
SENP8 inh: -352; SENP1 inh: -1

How did CCOC(=O)[C@]12Cc3cc(Cl)ccc3[C@H]1N(C(C)C)C(=O)c1ccccc12 do in these assays?
SENP8 inh: 3; SENP1 inh: 1

What do the screens show for `CCOC(=O)[C@]12Cc3ccccc3[C@H]1N(C(C)C)C(=O)c1ccccc12`?
SENP8 inh: 4; SENP1 inh: 1

Results for Cc1ccccc1-c1ccc2c(c1)CNCc1cnnn1-2 ?
SENP8 inh: 14; SENP1 inh: 5

How did CCOC(=O)[C@]12Cc3cc(OC)ccc3[C@H]1N(C)C(=O)c1ccccc12 do in these assays?
SENP8 inh: 13; SENP1 inh: 1

High-throughput results: PubChem BioAssay, Sanford-Burnham Center for Chemical Genomics
